Bioassay records as filed in PubChem BioAssay.
Giardia FBPA inh – qHTS Assay for Inhibitors of Fructose-1,6-bisphosphate Aldolase from Giardia Lamblia | A8B2U2 | purified Giardia FBPA | Potency, µM (titrated, usually from 59.6 µM), for the others: at the highest dose activity, negative = inhibition, actives largely listed as inhibitors | actives 0.71% (n = 290,000); note: potency is the fitted concentration of half-maximal effect; % is set by controls: 0 for no effect and ±100 for the full control effect; nearly all actives have a fitted effect of over 55% in size
Target sequence (A8B2U2 whole entry, looked up): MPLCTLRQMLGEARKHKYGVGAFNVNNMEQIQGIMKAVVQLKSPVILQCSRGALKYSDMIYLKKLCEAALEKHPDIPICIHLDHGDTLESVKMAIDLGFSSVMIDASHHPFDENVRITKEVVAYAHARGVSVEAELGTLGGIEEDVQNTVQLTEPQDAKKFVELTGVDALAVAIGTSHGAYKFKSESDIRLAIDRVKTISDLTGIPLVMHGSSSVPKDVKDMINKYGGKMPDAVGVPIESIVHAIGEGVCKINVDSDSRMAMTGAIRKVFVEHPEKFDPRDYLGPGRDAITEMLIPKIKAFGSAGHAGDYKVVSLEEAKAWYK
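Giardia FBPA (40 nM reagent) was preincubated 10 min at RT with compound (up to 57.5 uM final), then substrate plus GAPDH/TPI/NAD/arsenate coupling system with diaphorase/resazurin was added; resorufin fluorescence (525/598 nm) was read after 20 min.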
CHX counter – Cycloheximide Counterscreen for Small Molecule Inhibitors of Shiga Toxin; actives 12% (n = 300,000); cell reporter, cycloheximide protein synthesis inhibition counterscreen; AID 2314, 2010; max response, %; in the data active = max response mostly above about 13%, no sharp cut-off; inactive = mostly below about 14%; note: read at 38.3 µM for the half of the compounds with a filed dose; 0% is about no effect
AmpC detergent – qHTS Inhibitors of AmpC Beta-Lactamase (assay with detergent); AID 485294, 2010; Potency, µM (highest dose often 114 µM), without a hit: top-dose activity change, negative = inhibition, hits mostly inhibitors; AmpC hydrolysis of nitrocefin, absorbance 480 nm, 0.01% Triton; actives 0.041% (n = 370,000); P00811;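 note: potency is the fitted concentration of half-maximal effect; 0% = no-compound wells and -100% = no-enzyme wells; nearly all actives have a fitted effect of over 25% in size; some results filed as inactive show a strong effect at the top dose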
Target sequence (P00811 whole entry, looked up): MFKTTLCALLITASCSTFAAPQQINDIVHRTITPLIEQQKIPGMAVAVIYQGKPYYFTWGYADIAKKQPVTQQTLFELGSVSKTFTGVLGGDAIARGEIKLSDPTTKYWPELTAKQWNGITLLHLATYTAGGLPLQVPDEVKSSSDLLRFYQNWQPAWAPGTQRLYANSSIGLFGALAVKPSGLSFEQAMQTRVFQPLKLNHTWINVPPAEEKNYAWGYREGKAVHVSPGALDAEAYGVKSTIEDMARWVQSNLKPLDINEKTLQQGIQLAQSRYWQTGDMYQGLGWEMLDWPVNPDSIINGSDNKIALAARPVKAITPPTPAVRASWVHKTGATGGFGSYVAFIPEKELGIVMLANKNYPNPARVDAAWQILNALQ
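AmpC (5.3 nM in the dispensed reagent) in 20 mM phosphate pH 7.0 with 0.01% (detergent screen) or 0.0001% Triton X-100 was preincubated with compounds for 15 min at room temperature. Nitrocefin was then added from an 800 uM solution, and hydrolysis was followed at 480 nm.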
HCMV inh – qHTS Assay for inhibitors of the human cytomegalovirus (HCMV). HFF cells, HCMV-luciferase reporter, 72 h; hits give low values. actives 4.5% (n = 410,000). activity change, negative = inhibition, % at 57.5 µM; in the data active = activity change below about -60%; inconclusive = no clear call, values can overlap the other calls; inactive = above about -39%; note: % is set by controls: 0 for no effect and ±100 for the full control effect
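HFF cells seeded 16 h at 37C, treated with compounds, infected with luciferase-reporter HCMV at MOI 1 PFU/cell; luciferase read at 72 h post infection, normalized to buffer-only and Salinomycin controls.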
AmpC inh no detg – qHTS Inhibitors of AmpC Beta-Lactamase (assay without detergent); actives 0.52% (n = 330,000); Potency, µM (titrated, usually from 57.1 µM), without a hit: top-dose activity change, negative = inhibition, usual class: inhibitors; AmpC nitrocefin hydrolysis, absorbance 480 nm, 0.0001% Triton; P00811;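 note: potency is the fitted concentration of half-maximal effect; plate controls were no compound for no effect and no enzyme for full effect; nearly all actives have a fitted effect of over 20% in size; some results filed as inactive show a strong effect at the top dose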
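20 mM phosphate pH 7.0 + 0.01% (detergent screen) or 0.0001% Triton X-100; 5.3 nM AmpC reagent; cpd preinc 15 min RT; nitrocefin (800 uM stock) to start; A480 q20 s × 4 min; Activity was normalised to no-enzyme and no-compound control wells.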
AMA1-RON2 inh – qHTS for Inhibitors of AMA1-RON; Towards Development of Antimalarial Drug Lead: Primary Screen. AlphaScreen AMA1-biotinylated RON2 peptide binding. AID 720542, 2013. Potency, µM (top dose mostly 58.2 µM), inactives show at the top dose activity change, negative = inhibition, hits mostly inhibitors. actives 0.2% (n = 360,000). Plasmodium falciparum AMA1 (3D7) - RON2 peptide interaction;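 note: potency is the fitted concentration of half-maximal effect; 0% = vehicle wells and -100% = peptide control; nearly all actives have a fitted effect of over 45% in size; some results filed as inactive show a strong effect at the top dose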
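AMA1 (3D7) with his tag at 25 nM final met compounds first, then biotinylated RON2 peptide at 25 nM; detection used donor plus acceptor beads, 10 µg/mL apiece, read by AlphaScreen after 30 min at room temperature.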
Shiga toxin inh – A qHTS for Small Molecule Inhibitors of Shiga Toxin | inhibition, % at 38.7 µM | actives 9.2% (n = 290,000) | AID 2315, 2010 | Vero cells, Shiga toxin protein synthesis inhibition reporter; in the data active = inhibition mostly above about 28%, no sharp cut-off; inactive = mostly below about 43%; note: 0% is about no effect
The depositor's hits bear a star; ? = inconclusive; . = no result given; & = joins results of further samples; [ ] = remark or other dose. Unless noted, calls come from the whole dose curve; as a rule, active = well fitted curve in the direction sought with a large enough effect; inconclusive = small, poorly fitted or top-dose-only effect, or another doubt; inactive = no such curve, though single readings can be large; an effect the other way counts as inactive or inconclusive.

SMILES	Giardia FBPA inh	CHX counter	AmpC detergent	HCMV inh	AmpC inh no detg	AMA1-RON2 inh	Shiga toxin inh
CC(C)[C@H](CO)Nc1nc(Nc2ccc(Cl)c(C(=O)O)c2)c2ncn(C(C)C)c2n1	-2%	-2	5%	-19	-27%	15%	-3
CCCN(CC1CC1)c1nc(C)nc(Nc2c(Cl)cc(Cl)cc2Cl)c1Cl	-6%&-10%	.	.	12	.	5%	.
CC(=O)Nc1c(C(=O)N2CCN(c3ccccn3)CC2)cnn1-c1ccc(C)cc1	0%	-2	-10%	20	-3%	-11%	0
NNC(=O)CS(=O)(=O)c1ccc(Cl)cc1	-9%	1	-6%	-6	-32%	34%[activator]	0
O=C(O)c1cnc(-c2ccccc2)nc1Oc1ccccc1	26%	-11	11%	-28	-17%	13%	-16
O=C(CSc1nnc(-c2c[nH]c3ccccc23)o1)c1ccccc1	1%	8	-8%	16	-19%	-6%	22*
CC(C)(C)OC(=O)N[C@@H](Cc1ccccc1)C(=O)N1CCC(C(=O)N[C@@H](CCC(N)=O)C(=O)O)CC1	15%	-2	4%	3	-1%	4%	-3
O=S(=O)(c1ccc(Cl)cc1)N1CCN(Cc2ccncc2)CC1	0%	-7	1%	4	1%	10%	-3
CCOCCCNCc1ccc(OC)cc1	-30%	-2	0%	28	-16%	-16%	-7
COc1ccc(OCc2cc(C(=O)N3CCN(C4CCCC4)CC3)no2)c(Cl)c1	.	42*	-4%	44	171%[activator]	-8%	77*

Reformatted as labelled records: entries from further up.
CC(C)[C@H](CO)Nc1nc(Nc2ccc(Cl)c(C(=O)O)c2)c2ncn(C(C)C)c2n1
  Giardia FBPA inh = -2%
  CHX counter = -2
  AmpC detergent = 5%
  HCMV inh = -19
  AmpC inh no detg = -27%
  AMA1-RON2 inh = 15%
  Shiga toxin inh = -3

CCCN(CC1CC1)c1nc(C)nc(Nc2c(Cl)cc(Cl)cc2Cl)c1Cl
  Giardia FBPA inh = -6%&-10%
  CHX counter = .
  AmpC detergent = .
  HCMV inh = 12
  AmpC inh no detg = .
  AMA1-RON2 inh = 5%
  Shiga toxin inh = .

More entries follow:
SMILES	Giardia FBPA inh	CHX counter	AmpC detergent	HCMV inh	AmpC inh no detg	AMA1-RON2 inh	Shiga toxin inh
COc1cc(NC(=O)CN2C(=O)NC3(CCOc4ccccc43)C2=O)cc(OC)c1 (stereo not given)	.	.	-2%	45	-34%	86%[activator]	.
CCCCn1c(N)c(N(CC(C)C)C(=O)CSCc2c(C)noc2C)c(=O)[nH]c1=O	.	.	-10%	-1	0%	0%	.
COc1cccc(/C=C/C(=O)Nc2ccc3nc4n(c(=O)c3c2)CCCC4)c1OC	1%	23	-6%	?	188%[activator]	53%[activator]	42*
Cc1nnc(N/N=C/c2ccc(O)c([N+](=O)[O-])c2)[nH]c1=O	-28%	-1	-2%	54	-10%	15%	-7
CCOC(=O)c1sc(NC(=O)CSc2nc(-c3ccco3)cc(C(F)(F)F)n2)c(C#N)c1C	6%	-3	?	65	-36%	-6%	-3
CCN1CCN(c2oc(-c3ccccc3)nc2S(=O)(=O)c2ccc(C)cc2)CC1	.	.	-15%	-5	178%[activator]	-18%	.
FC(F)(F)c1nnc(-c2ccccc2)nc1Sc1ccccc1	6%	1	-4%	46	-26%	13%	-2
COc1ccc(CNc2nc3nc(-c4ccccc4)cc(=O)n3[nH]2)cc1OC	-11%	-3	?	-27	-6%	21%	-7
O=C(c1cc(COc2cccc3cnccc23)on1)N1CCC(c2ccccc2Cl)C1 (stereo not given)	.	-3	?	-3	11%	-11%	20
CCOC(=O)CN=C/C(C(=O)Nc1nccs1)=C(/C)O	-2%	-5	5%	-27	-14%	0%	-10

A different layout for 2 compounds above.
compound | Giardia FBPA inh | CHX counter | AmpC detergent | HCMV inh | AmpC inh no detg | AMA1-RON2 inh | Shiga toxin inh
COc1ccc(CNc2nc3nc(-c4ccccc4)cc(=O)n3[nH]2)cc1OC | -11% | -3 | ? | -27 | -6% | 21% | -7
CCOCCCNCc1ccc(OC)cc1 | -30% | -2 | 0% | 28 | -16% | -16% | -7

Continued.
SMILES	Giardia FBPA inh	CHX counter	AmpC detergent	HCMV inh	AmpC inh no detg	AMA1-RON2 inh	Shiga toxin inh
O=C(O)c1ccc(Cl)c(S(=O)(=O)Nc2cccc(C(=O)Nc3cccc(C(F)(F)F)c3)c2)c1	28%	8	-11%	-10	-59%	5%	28
CCS(=O)(=O)Nc1ccc2c(c1)N(C(C)=O)c1ccccc1CC2	-9%	-8	-2%	14	-20%	-8%	-19
CNCc1c(OCc2ccccc2F)ccc2ccccc12	-8%	-2	7%	?	19%	13%	20
CCOc1ccc(CCNC(=O)Nc2ccccc2)cc1OCC	10%	6	1%	-34	-16%	-3%	7
N#Cc1nc(-c2ccccc2Cl)oc1N1CCN(C(=O)c2ccco2)CC1	-2%	-2	0%	-7	35%[activator]	0%	-7
COc1ccccc1-n1c(SCC(=O)N2CCCC2)nc2cccnc21	-18%	-1	-11%	-17	3%	-13%	8
COc1ccccc1OCCSc1nnc(C)n1-c1ccccc1	-3%	1	-5%	26	20%	-4%	-13
CCOC(=O)N1CCN(C(=O)c2cnn3c(C)c(Cc4ccc(C)cc4)c(C)nc23)CC1	-1%	-5	2%	.	6%	-2%	-10
O=C(CCC(=O)N(CC(=O)NC1CCCC1)Cc1ccccc1Cl)Nc1nccs1	-2%	-4	-4%	-7	-5%	13%	3
CCOc1cc(CNc2ccc3c(c2)CCC3)ccc1OC	-28%	35*	-13%	.	-8%	.	66
Cc1[nH]oc(=O)c1N=Nc1c(Cl)cccc1Cl	5%	-5	-8%	4	-14%	3%	-9
Cc1cccc(C(=O)N/N=C/c2ccoc2)c1	-9%	36*	0%	91	-23%	34%[activator]	78*
CCOC(=O)c1c(N)nn(C(=O)C(C)C)c1-c1ccc(OC)cc1	0%	2	1%	?	-2%	2%	-6
CC(=O)Nc1cnc2ccccc2n1	-2%	2	-1%	115	-13%	1%	-4
COc1ccc(N=Cc2c(O)ccc3ccccc23)cc1	?	12	9%	-39	-14%	14%	25
CC1=C(C(=O)NCc2ccccc2)C(c2cccnc2)n2ncnc2N1 (stereo not given)	4%	-2	?	-5	-10%	2%	-19
CCN(C[C@H]1N[C@@](CC)(C(=O)OC)[C@H]2C(=O)N(Cc3ccccc3)C(=O)[C@@H]12)C(=O)Nc1ccc(C)cc1	.	.	.	-20	32%	2%	.
O=C(Nc1sc2c(c1C(=O)O)CCC2)C(=O)N1CCOCC1	.	9	3%	2	-28%	64%[activator]	13
CCCCc1ccc(NC(=S)N2CCN(c3ccccn3)CC2)cc1	3%	-7	0%	-7	-22%	-1%	35
Clc1ccc(-n2cccc2/C=N/n2cnnc2)cc1	0%	-4	?	12	-14%	-1%	-23
O=C(Nc1c[nH]c(=O)[nH]c1=O)c1cccc(F)c1	11%	-2	-3%	37	128%[activator]	-3%	-4
CC(=O)c1c(N2CCOCC2)nc(=S)n(Cc2ccccc2)c1C	-27%	-3	10%	-24	21%	2%	-9
CCN1C(=O)C(CC(=O)Nc2ccc(F)cc2)N(CCc2ccc(OC)cc2)C1=S (stereo not given)	-8%	2	-13%	-5	3%	-13%	-15
Cc1cc(C)n(C(=O)C(C)n2nc([N+](=O)[O-])c(Br)c2C)n1 (stereo not given)	2%	1	?	-6	-20%	43%[activator]	2
O=C1CC(NCc2ccc(F)cc2)C(=O)N1c1ccccc1 (stereo not given)	1%	-6	4%	-3	-13%	7%	-13
CSc1ccc(CNc2ccc(C)cc2)cc1	-2%	36*	-10%	-27	-34%	-27%	80*
COc1cc2c(cc1OC)CN(C(=O)C1CCCN1S(=O)(=O)c1ccc(C)cc1)CC2 (stereo not given)	3%	-2	?	20	27%	-1%	-1
O=C(N=C1SC2CS(=O)(=O)CC2N1c1ccccc1)c1cccc([N+](=O)[O-])c1 (stereo not given)	.	.	?	-36	-13%	0%	.
COc1ccc(N2CCN(c3nc4c(c(=O)n(C)c(=O)n4C)n3Cc3ccccc3)CC2)cc1	-11%	-2	?	4	149%[activator]	-28%	20
COc1ccc(C(=O)Nc2ccc(-c3ccc(C)o3)cc2)cc1S(=O)(=O)N1CCOCC1	0%	19*	6%	-96*	53%	-23%	48
CC1CC1C(=O)OCC(=O)Nc1cccc(F)c1 (stereo not given)	.	.	2%	7	-6%	12%	.
Cc1ccc2c(CN3CC(C)CC(C)C3)cc(=O)oc2c1 (stereo not given)	6%	-3	2%	8	-19%	-3%	-4
CC(C)CC(OC(=O)c1cccs1)C(=O)NCc1cccs1 (stereo not given)	-1%	3	5%	8	-21%	-5%	47
COC(=O)CSc1nc(C)cc(C)n1	2%	6	?	35	-13%	6%	18
CC1CCCC(C)N1/N=C/c1ccc(O)c(O)c1 (stereo not given)	?	1	-8%	60	-27%	-7%	17
COc1ccc(S(=O)(=O)N2CCC(C(=O)NCCC(=O)NCc3ccncc3)CC2)cc1	.	10	1%	13	-2%	-6%	-11
CC1CCCN(C(=O)CCS(=O)(=O)Cc2ccccc2)C1 (stereo not given)	0%	0	?	32	-2%	7%	12
CCC1NC(=S)NC(C)=C1C(=O)c1ccccc1 (stereo not given)	1%	-3	-12%	8	-9%	5%	28
CC(=O)C1=C(C)Nc2ncnn2C1c1ccccc1 (stereo not given)	4%	0	-6%	-2	1%	-2%	-2
N#CC1=C(N)N(c2ccccc2)C(c2ccco2)C1(C#N)C#N (stereo not given)	8%	-4	0%	-37	-27%	-10%	-17
CCCC(=O)Nc1c2c(nn1-c1ccc(C)cc1C)CSC2	-2%	-4	6%	-14	-29%	0%	-8
O=C1c2ccccc2C(O)(c2ccccc2)N1c1ccncc1 (stereo not given)	4%	-5	?	-11	-25%	-3%	-11
CC1(C)C(=O)Nc2ccccc2N1C(=O)COC(=O)C12CC3CC(CC(O)(C3)C1)C2	-1%	-1	?	-30	22%	?	-7
CCOC(=O)CSc1nc2cc3c(cc2cc1C)OCO3	3%	-2	-2%	-23	-6%	-16%	4
COc1ccc(Nc2nc(N)c([N+](=O)[O-])c(N3CCCC3)n2)cc1	-2%	17*	2%	-15	-49%	-11%	-9
Cc1cc(C)n2nc(C(=O)N/N=C/c3cccs3)nc2n1	-5%	8	-2%	-14	-20%	0%	17
COc1cccc(NC(=O)C2CSC3(C)CCC(=O)N23)c1 (stereo not given)	.	.	-18%	-4	?	-9%	.
Cc1ccc(N2C(=S)NC3c4cc(Cl)ccc4OC2(C)C3C(=O)N(C)C)cc1 (stereo not given)	2%	-6	2%	?	93%[activator]	42%[activator]	-7
CCN(CC)S(=O)(=O)c1ccc(C(=O)OCC(=O)N2CCN(C(=O)c3ccco3)CC2)cc1	1%	-5	-5%	-17	55%	-7%	-19
CCC1CCCN1Cn1cnc2c([nH]c3ccc(C)cc32)c1=O (stereo not given)	1%	4	?	7	-40%	10%	15
